# High-throughput results from PubChem.
# mHTT-CaM PPI inh: inhibitors of human mutant huntingtin-calmodulin interaction; P42858; AlphaScreen His-mHTT/GST-CaM binding, luminescence; inhibition, % at 15 µM; 3.6% of 190,000 active; AID 1671202;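 further: 0% = both proteins with DMSO and 100% = one protein alone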
# Target sequence (P42858 whole entry, looked up, stated change not applied): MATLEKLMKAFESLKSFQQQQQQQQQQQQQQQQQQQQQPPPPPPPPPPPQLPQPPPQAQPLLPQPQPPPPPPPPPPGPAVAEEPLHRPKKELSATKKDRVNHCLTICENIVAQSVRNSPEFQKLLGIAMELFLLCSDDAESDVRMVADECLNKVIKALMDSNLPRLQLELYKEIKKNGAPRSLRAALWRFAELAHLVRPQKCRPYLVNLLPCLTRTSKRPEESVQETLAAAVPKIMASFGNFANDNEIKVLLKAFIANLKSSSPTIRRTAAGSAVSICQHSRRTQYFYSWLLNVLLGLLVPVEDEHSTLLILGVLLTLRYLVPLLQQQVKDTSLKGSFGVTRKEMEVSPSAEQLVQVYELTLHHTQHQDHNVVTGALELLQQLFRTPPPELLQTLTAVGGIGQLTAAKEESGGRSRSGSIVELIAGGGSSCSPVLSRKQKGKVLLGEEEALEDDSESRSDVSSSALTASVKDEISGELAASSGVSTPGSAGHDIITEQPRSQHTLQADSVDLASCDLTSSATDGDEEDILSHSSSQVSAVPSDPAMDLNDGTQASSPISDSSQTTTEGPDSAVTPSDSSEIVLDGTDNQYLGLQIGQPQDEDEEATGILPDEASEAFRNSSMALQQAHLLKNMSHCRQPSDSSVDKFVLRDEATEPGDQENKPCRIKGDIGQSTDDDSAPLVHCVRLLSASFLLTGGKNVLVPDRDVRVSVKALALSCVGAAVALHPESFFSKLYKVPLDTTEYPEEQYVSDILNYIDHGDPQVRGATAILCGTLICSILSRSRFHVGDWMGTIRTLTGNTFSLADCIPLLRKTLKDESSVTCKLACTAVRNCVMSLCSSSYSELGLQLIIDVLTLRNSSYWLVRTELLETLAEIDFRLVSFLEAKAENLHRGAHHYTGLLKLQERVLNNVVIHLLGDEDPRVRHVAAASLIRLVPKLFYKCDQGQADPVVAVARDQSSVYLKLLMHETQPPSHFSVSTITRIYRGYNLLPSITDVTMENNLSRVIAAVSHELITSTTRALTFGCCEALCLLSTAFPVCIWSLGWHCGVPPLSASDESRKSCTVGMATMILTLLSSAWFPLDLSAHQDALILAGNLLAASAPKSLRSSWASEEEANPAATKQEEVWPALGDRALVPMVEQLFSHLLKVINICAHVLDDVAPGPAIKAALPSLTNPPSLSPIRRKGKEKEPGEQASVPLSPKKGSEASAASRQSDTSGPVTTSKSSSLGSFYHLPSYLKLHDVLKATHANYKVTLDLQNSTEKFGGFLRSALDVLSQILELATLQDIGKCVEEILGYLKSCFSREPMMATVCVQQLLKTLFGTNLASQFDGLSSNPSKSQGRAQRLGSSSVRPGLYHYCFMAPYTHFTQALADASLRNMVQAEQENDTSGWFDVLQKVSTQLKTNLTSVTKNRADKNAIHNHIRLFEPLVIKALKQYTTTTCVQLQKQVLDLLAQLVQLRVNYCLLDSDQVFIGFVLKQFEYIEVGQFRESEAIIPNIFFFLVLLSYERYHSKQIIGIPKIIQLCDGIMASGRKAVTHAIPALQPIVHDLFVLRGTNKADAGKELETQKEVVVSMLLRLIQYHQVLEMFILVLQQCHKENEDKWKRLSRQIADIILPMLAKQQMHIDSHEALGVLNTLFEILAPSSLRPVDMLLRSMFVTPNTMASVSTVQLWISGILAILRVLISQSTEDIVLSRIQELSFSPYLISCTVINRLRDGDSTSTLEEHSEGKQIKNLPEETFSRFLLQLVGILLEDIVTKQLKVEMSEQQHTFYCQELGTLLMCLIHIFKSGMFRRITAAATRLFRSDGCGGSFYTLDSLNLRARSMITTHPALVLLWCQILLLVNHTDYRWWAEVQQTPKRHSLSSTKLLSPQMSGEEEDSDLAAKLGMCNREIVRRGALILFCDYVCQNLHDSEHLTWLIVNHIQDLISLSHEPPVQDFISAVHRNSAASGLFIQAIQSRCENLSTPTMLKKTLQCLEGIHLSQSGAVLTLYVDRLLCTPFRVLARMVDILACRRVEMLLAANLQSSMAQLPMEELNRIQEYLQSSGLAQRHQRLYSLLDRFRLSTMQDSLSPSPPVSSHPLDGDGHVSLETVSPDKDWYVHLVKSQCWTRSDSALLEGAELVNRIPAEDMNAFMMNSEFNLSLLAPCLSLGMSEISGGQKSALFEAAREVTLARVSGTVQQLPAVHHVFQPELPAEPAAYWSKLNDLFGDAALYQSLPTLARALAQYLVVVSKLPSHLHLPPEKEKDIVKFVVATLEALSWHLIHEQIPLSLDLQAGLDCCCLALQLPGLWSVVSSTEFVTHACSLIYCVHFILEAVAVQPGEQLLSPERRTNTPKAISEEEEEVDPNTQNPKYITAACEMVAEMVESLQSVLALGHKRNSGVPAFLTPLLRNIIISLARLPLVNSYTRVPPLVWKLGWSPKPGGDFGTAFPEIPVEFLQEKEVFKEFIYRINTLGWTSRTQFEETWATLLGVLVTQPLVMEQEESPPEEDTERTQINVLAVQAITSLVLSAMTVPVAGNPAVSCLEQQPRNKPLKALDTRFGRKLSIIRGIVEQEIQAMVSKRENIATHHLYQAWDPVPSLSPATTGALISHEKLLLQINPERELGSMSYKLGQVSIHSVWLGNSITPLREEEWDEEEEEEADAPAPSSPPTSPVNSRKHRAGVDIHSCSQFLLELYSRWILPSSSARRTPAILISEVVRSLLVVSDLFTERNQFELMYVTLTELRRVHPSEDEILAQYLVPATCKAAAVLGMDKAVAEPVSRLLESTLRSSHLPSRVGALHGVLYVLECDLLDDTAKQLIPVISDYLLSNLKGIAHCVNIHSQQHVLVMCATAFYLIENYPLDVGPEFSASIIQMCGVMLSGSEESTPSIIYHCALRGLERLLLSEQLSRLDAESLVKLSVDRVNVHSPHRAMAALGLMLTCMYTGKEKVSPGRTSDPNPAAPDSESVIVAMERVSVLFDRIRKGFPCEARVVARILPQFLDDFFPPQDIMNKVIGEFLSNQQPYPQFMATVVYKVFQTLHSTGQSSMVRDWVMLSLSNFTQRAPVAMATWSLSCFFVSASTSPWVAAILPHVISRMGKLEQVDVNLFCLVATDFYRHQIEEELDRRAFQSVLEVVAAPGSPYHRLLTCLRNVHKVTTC
# Pf apPOL inh: Pf-apPOL DNA polymerase inhibition; inhibition, % at 10 µM; 0.25% of 210,000 active; AID 1794808; Recombinant Pf-apPOL, molecular beacon fluorescence, 1.5 h
# Numbers without * were called inactive; i = inactive; . = no result given; & = joins results of further samples. No stated cut-off is given here; in the data, active means inhibition above about 50%; inactive means the rest.
Molecule | Pf apPOL inh | mHTT-CaM PPI inh
CCCCOc1ccccc1NC(=O)c1cccc(Br)c1 | -1 | -38
O=C(O)c1ccc(N2C(=O)c3ccc(Oc4ccc([N+](=O)[O-])cc4)cc3C2=O)cc1[N+](=O)[O-] | 2 | 0
O=C(O)CCCN1C(=O)CC(N2C(=O)C(=CC=Cc3ccccc3)SC2=S)C1=O (stereo not drawn) | -67 | 54*
COc1ccc(OC)c(-c2csc(NC(=O)Nc3ccccc3C(F)(F)F)n2)c1 | -8 | 16
Cc1ccc2nc(-c3ccc(NC(=O)c4c(O)c5cccc6c5n(c4=O)CC6)cc3)sc2c1 | -1 | 5
CCOc1ccc2nc(NC(=O)c3ccc(Cl)s3)sc2c1 | 25 | -9
O=C(CSc1cccc2cccnc12)Nc1ccc(Br)cc1 | -3 | 4
Cc1cc(C)cc(C(=O)N2CCN(c3nnc4ccccn34)CC2)c1 | -2 | 3
Cc1cccc(C)c1OCC(=O)Nc1ccccc1 | 1 | -28
Cc1ccc(CCNC(=O)C2CCN(c3nc4cccnc4s3)CC2)cc1 | 2 | 10
COc1cccc(C(CNC(=O)c2ccc3nsnc3c2)N2CCOCC2)c1 (stereo not drawn) | -1 | 4
CCn1c2ccccc2c2cc(C#N)c(N)nc21 | -5 | -3
Cc1ccc(F)c(NC(=O)c2cccnc2SCCN2CCCC2)c1 | -2 | -1
Cc1c(Cl)cccc1NC(=O)c1ccc(F)c(S(=O)(=O)N2CC(C)CC(C)C2)c1 (stereo not drawn) | -4 | 7
COCCn1c(C2CCN(C(=O)c3ccc(C(F)(F)F)cc3)C2)nc2cccnc21 (stereo not drawn) | -4 | 22
O=C(O)c1nn2cc(CCO)cnc2c1Cl | . | -5
CC(=O)Nc1ccc(S(=O)(=O)N2CCN(CCN3CCOCC3)CC2)cc1Cl | -4 | .
O=C1NC(=Nc2ccccc2)N(c2ccccc2)C1=O | 5 | -4
O=C(Cn1c(=O)[nH]c2ccccc2c1=O)NCCc1cccs1 | -2 | -10
O=C(Nc1ccc2c(c1)OCO2)c1cc2n(n1)C(C(F)(F)F)CC(c1ccccc1)N2 (stereo not drawn) | -5 | 7

# Next records:
Molecule | Pf apPOL inh | mHTT-CaM PPI inh
Cc1ccc(C)c(N2CCN(C(=O)c3ccc(Cl)cc3Cl)C(C)C2=O)c1 (stereo not drawn) | -3 | 10
COC1OC(COC(=O)c2ccccc2)C(OC(=O)c2ccccc2)C1OC(=O)c1ccccc1 (stereo not drawn) | -4 | .
O=C(CCC1NC(=O)c2ccccc2NC1=O)NCCC1=CCCCC1 (stereo not drawn) | -9 | -13
S=C1NCN(CN2CCN(CN3CNC(=S)NC3)CC2)CN1 | . | -3
COc1cccc(C2CC(=O)Nc3n[nH]c(-c4ccc(Cl)cc4)c32)c1OC (stereo not drawn) | 0 | 28
O=c1ccc(-c2ccco2)nn1CCNS(=O)(=O)c1cccnc1 | 5 | -16
COc1ccc(-c2cn(CC(=O)N3CCc4ccccc43)nc2N(C)C)cc1 | -3 | 4
CCOc1ccc(NC(=O)C2CCN(c3cc(N4CCCCC4)ncn3)CC2)cc1 | -6 | 8
O=C(Oc1ccc2ccc(=O)oc2c1)c1ccccc1 | 0 | -2
O=C(NCCN1C(=O)c2cccc([N+](=O)[O-])c2C1=O)c1ccncc1 | 1&-1 | -2&-3
CN(C)C=Nc1ccc(Oc2cncc(Cl)c2)nc1 | -2 | .
O=S(=O)(c1cc(Cl)c(Cl)cc1Cl)N1CC=CCC1 | -4 | .
O=C(Nc1ccc(Cl)cc1OC(F)(F)F)c1ccc(Cl)cc1 | -8 | .
Nc1c(Cl)cc(Cl)cc1[N+](=O)[O-] | -4 | 2
O=C(CSc1nc2ccccc2c(=O)[nH]1)c1ccc(F)cc1 | 0 | 5
COCC(C)(O)CNC(=O)C(=O)Nc1cccnc1 (stereo not drawn) | -6 | -14
O=c1[nH]c(=S)[nH]c(O)c1C=CN=Nc1ccccc1 | -19 | .
Cc1cc(CN2C(=O)c3ccccc3C2=O)cc(N2CCOCC2)c1 | -4 | 4
CCOC(=O)N1CCc2nn(CC(=O)Nc3ccc(F)cc3F)c(=O)cc2C1 | -5 | -3
COC(=O)C1CN(Cc2cn(Cc3ccc(OC)cc3)nn2)CCS(=O)(=O)N1Cc1ccc(F)cc1 (stereo not drawn) | -3 | 4

# Next section
Molecule | Pf apPOL inh | mHTT-CaM PPI inh
Cc1cc(O)c(CN(C)C)c2c1C(=O)C(=Cc1ccco1)O2 | 6 | 12
CN1C(=O)C2CCCCN2c2ccc(C(=O)NCCc3ccc(S(N)(=O)=O)cc3)cc21 (stereo not drawn) | -2 | -6
O/N=C/c1cc(Br)c(Sc2ccc(Cl)cc2)o1 | . | i
C=C1CCN(Cc2ccccc2)S(=O)(=O)c2ccccc21 | 1 | -22
COc1cc(C2C3=C(CC(C)(C)CC3=O)Nc3ccccc3N2C(C)=O)cc([N+](=O)[O-])c1O (stereo not drawn) | 1 | 7
Cc1nc(-c2ccccc2)sc1C(=O)N1CCCC1 | -3 | -6
Cc1nn(Cc2ccccc2Cl)c(C)c1NC(=O)CSc1n[nH]c(C)c1[N+](=O)[O-] | 1 | 1
COc1ccccc1-c1coc2cc(OC(=O)CCC3CCCC3)ccc2c1=O | -10 | -2
CCc1cc2c(=O)c(-c3nc4ccccc4s3)coc2cc1O | -3 | 1
CCN(CC)C(=O)c1c(Cl)nc(C)c(Cl)c1C | -2 | 3
CC(=O)N(CC(=O)O)c1ccccc1C(=O)O | -24 | -8
COc1ccc(N2CCN(C(=O)c3ccnc(-c4ccsc4)c3)CC2)cc1 | 0 | 32
N#CC1=C(N)N(c2cc(C(F)(F)F)ccc2Cl)C2=C(C(=O)CCC2)C1c1ccsc1 (stereo not drawn) | -7 | 6
CCOc1ccc(C(F)(F)F)cc1NC(=O)c1ccc(OC)c(OC)c1 | 2 | -1
CC(Cc1cccs1)NC(=O)c1cc(-c2ccccc2)on1 (stereo not drawn) | -10 | -13
COc1ccc(OC)c(NC(=O)N2CCC(c3nc(C(=O)N(C)C)c(C)o3)CC2)c1 | 1 | 0
Cc1ccc(Nc2cc(C(=O)N3CCSCC3)nc3ccccc23)cc1 | -13 | -4
COc1cc(OC)cc(C(=O)Nc2ccc(Cl)c(-c3nc4ccccc4[nH]3)c2)c1 | 1 | 14
C/C(=C\C(=O)c1ccc(Cl)cc1)Nc1ccc(O)cc1 | -5 | 20
Cc1ccc(C(=O)N2CC3CC(NS(C)(=O)=O)C2C3)s1 (stereo not drawn) | -2 | 1

# Grouped by structure: the entries above containing bromine (three)
Molecule | Pf apPOL inh | mHTT-CaM PPI inh
CCCCOc1ccccc1NC(=O)c1cccc(Br)c1 | -1 | -38
O=C(CSc1cccc2cccnc12)Nc1ccc(Br)cc1 | -3 | 4
O/N=C/c1cc(Br)c(Sc2ccc(Cl)cc2)o1 | . | i

# Further entries follow:
Molecule | Pf apPOL inh | mHTT-CaM PPI inh
Cc1ccc2c(c1)N(Cc1cccc(C(=O)NC3CCCCC3)c1)C(=O)CO2 | -6 | -3
Cc1ccc(CNc2ccc3c(c2)OCO3)c(C)c1 | 2 | 100*
Cn1cnnc1SCC(=O)N1N=C(c2ccc(Br)cc2)CC1c1ccc(F)cc1 (stereo not drawn) | 8 | 40
Cc1ccc(NC(=O)Cc2nc3ccccc3n2CCC#N)cc1 | -3 | -4
CCc1ccc(CNC(=O)C2CCN(c3cncnc3N3CCOCC3)CC2)cc1 | -2 | 28
COc1ccc(Cl)cc1N(CC(=O)N1CCCC1)S(=O)(=O)c1ccccc1 | -5 | 10
C=CCn1c2ccccc2n2cc(C)nc12 | -4 | 8
CCc1ccc(-c2ccc(C(=O)Nc3nnc(C(C)(C)C)s3)cc2)cc1 | -8 | .
COc1ccc(Cn2c(C(=O)NC3CC3)cc3sccc32)cc1 | -23 | 18
O=C(Cc1ccc(F)cc1)Nc1ccc(O)c(-c2nc3ccccc3s2)c1 | 4 | -18
CC1=C(C(=O)Nc2cccc(C)c2C)C(c2c(Cl)cccc2Cl)NC(=O)N1 (stereo not drawn) | -12 | -4
Cc1ccc(Cc2c(C)nc3c(C(=O)O)c[nH]n3c2=O)cc1 | 31 | 0
Cc1cc(C)c(S(=O)(=O)N2CCC3(CC2)NCCN=C3NC2CCCCC2)c(C)c1 | -4 | 8
COC(=O)C(C)Oc1ccc2c(c1C)OC(=Cc1ccc(OC)cc1OC)C2=O (stereo not drawn) | -7 | -8
CC(C)CC(NS(=O)(=O)c1ccc(C(C)(C)C)cc1)C(=O)O (stereo not drawn) | -10 | -4
CCNC(=O)c1cc2c(=O)n3cccc(C)c3nc2n(CC)c1=N | -5 | -2
CC(C)C(=O)Nc1cc(-c2ccccc2)nn1-c1cccc(F)c1 | -4 | -3
COc1ccc(NC(=O)c2cc3c(s2)CN(C2CCCC2)C3)cc1 | -1 | 3
O=C(Cn1cc(S(=O)(=O)c2ccccc2)c2ccccc21)Nc1ccc2c(c1)OCCO2 | -3 | -16
CN(C(=O)c1ccc2c(c1)NC(=O)C(N1CCOCC1)S2)C1CCCCC1 (stereo not drawn) | -18 | 11

# The results go on.
Molecule | Pf apPOL inh | mHTT-CaM PPI inh
O=c1/c(=C/c2ccc(I)o2)sc2nc3ccccc3n12 | 4 | 3
CC(=O)NCCc1csc(C2CCN(C(=O)NC3CCCCC3)CC2)n1 | -1 | 5
CCOc1ccc(Nc2c3ccccc3nc3ccccc23)cc1 | -6 | 63*
COc1ccc(Cl)cc1N1C(=O)CSC1c1ccccc1F (stereo not drawn) | 0 | -6
O=C(Nc1ccc(Oc2ccccc2)cc1)c1ccc2c(c1)OCO2 | -9&4 | 0&2
Cc1cccc(CN2CCN(C3CCN(C(=O)Nc4ccc(C)c(Cl)c4)CC3)C2=O)c1 | 2 | 0
CC(c1ccccc1)n1c(CCc2ccc(O)cc2)n[nH]c1=S (stereo not drawn) | 7 | .
O=C(NCc1ccco1)c1csc2ccccc12 | -1 | 6
CC1CCCC(NC(=O)C2C3C=CC4(CN(Cc5cccs5)C(=O)C24)O3)C1C (stereo not drawn) | 1 | 4
Cc1ccccc1/C=C1\Sc2ccccc2N(CC(=O)NC(C)c2ccccc2)C1=O (stereo not drawn) | 1 | 7
COc1ccc(C)cc1NC(=O)C1CC(=O)N(c2ccc3c(c2)CCN3C(C)=O)C1 (stereo not drawn) | -1 | -5

# Structures above with fluorine, in the order listed:
Molecule | Pf apPOL inh | mHTT-CaM PPI inh
COc1ccc(OC)c(-c2csc(NC(=O)Nc3ccccc3C(F)(F)F)n2)c1 | -8 | 16
Cc1ccc(F)c(NC(=O)c2cccnc2SCCN2CCCC2)c1 | -2 | -1
Cc1c(Cl)cccc1NC(=O)c1ccc(F)c(S(=O)(=O)N2CC(C)CC(C)C2)c1 (stereo not drawn) | -4 | 7
COCCn1c(C2CCN(C(=O)c3ccc(C(F)(F)F)cc3)C2)nc2cccnc21 (stereo not drawn) | -4 | 22
O=C(Nc1ccc2c(c1)OCO2)c1cc2n(n1)C(C(F)(F)F)CC(c1ccccc1)N2 (stereo not drawn) | -5 | 7
O=C(Nc1ccc(Cl)cc1OC(F)(F)F)c1ccc(Cl)cc1 | -8 | .
O=C(CSc1nc2ccccc2c(=O)[nH]1)c1ccc(F)cc1 | 0 | 5
CCOC(=O)N1CCc2nn(CC(=O)Nc3ccc(F)cc3F)c(=O)cc2C1 | -5 | -3
COC(=O)C1CN(Cc2cn(Cc3ccc(OC)cc3)nn2)CCS(=O)(=O)N1Cc1ccc(F)cc1 (stereo not drawn) | -3 | 4
N#CC1=C(N)N(c2cc(C(F)(F)F)ccc2Cl)C2=C(C(=O)CCC2)C1c1ccsc1 (stereo not drawn) | -7 | 6
CCOc1ccc(C(F)(F)F)cc1NC(=O)c1ccc(OC)c(OC)c1 | 2 | -1
Cn1cnnc1SCC(=O)N1N=C(c2ccc(Br)cc2)CC1c1ccc(F)cc1 (stereo not drawn) | 8 | 40
O=C(Cc1ccc(F)cc1)Nc1ccc(O)c(-c2nc3ccccc3s2)c1 | 4 | -18
CC(C)C(=O)Nc1cc(-c2ccccc2)nn1-c1cccc(F)c1 | -4 | -3
COc1ccc(Cl)cc1N1C(=O)CSC1c1ccccc1F (stereo not drawn) | 0 | -6
